Screening data from PubChem BioAssay.
HP1b binding inh = HTS for Inhibitors of HP1-beta Chromodomain Interactions with Methylated Histone Tails; AlphaScreen HP1-beta / biotin-H3K9me3 peptide binding; Potency, µM (titrated, usually from 114 µM), without a hit: at the highest dose activity change, negative = inhibition, hits mostly inhibitors; Chromobox protein homolog 1 (Homo sapiens), P83916; AID 540317, 2011; actives 0.56% (n = 390,000); note: nearly all actives have a fitted effect of over 70% in size; inactives centre near 23
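Compound inhibition of the preformed complex between 50 nM HP1-beta and 50 nM biotinylated H3K9me3 peptide was read by AlphaScreen. Buffer was PBS pH 7.4 with 0.01% Tween-20. Incubations ran 30 min at room temperature, with 10 ug/mL donor/acceptor beads.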
Tb PGK inh = qHTS Assay to Find Inhibitors of Phosphoglycerate Kinase; PGK/GAPDH coupled, Kinase-Glo luminescence, 60 min; Potency, µM (series often up to 57.5 µM), for inactives: at the top dose activity change, negative = inhibition, usual class: inhibitors; actives 0.043% (n = 380,000); AID 602233, 2012; note: % is set by controls: 0 for no effect and ±100 for the full control effect; nearly all actives have a fitted effect of over 60% in size
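Recombinant glycosomal PGK reaction used 1,3-bisphosphoglycerate generated in-well by GAPDH (100nM final) in 100mM TEA pH 7.6, 5mM MgCl2, 0.01% Tween-20. After 60 minutes at room temperature, ATP was read by Kinase-Glo Plus luminescence end-point.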
JMJD2A Tudor = qHTS Assay for Inhibitors of JMJD2A-Tudor Domain | Lysine-specific demethylase 4A (Homo sapiens), O75164 | AlphaScreen JMJD2A-Tudor / H3K4me3 peptide binding | Potency, µM (titrated, usually from 114 µM), for inactives: top-dose activity change, negative = inhibition, most hits filed as inhibitors | actives 4.4% (n = 390,000) | AID 504339, 2011; note: % is set by controls: 0 for no effect and ±100 for the full control effect; nearly all actives have a fitted effect of over 50% in size
Pin1 inhibitor = qHTS Assay to Find Inhibitors of Pin1; Potency, µM (titrated, usually from 115 µM), without a hit: at the highest dose activity, negative = inhibition, most hits filed as inhibitors; AID 504891, 2011; actives 0.009% (n = 390,000); Pin1 FP peptide displacement, HiFluor488, 10 min; active = well fitted inhibition curve with a large enough effect in the polarisation, with a control signal flat, not every such curve was filed as active; inconclusive = small, poorly fitted or top-dose-only effect, or effect the other way, or a change in a side signal; inactive = no such curve, though single readings can be large or run the other way; the % refers to the polarisation; note: % is set by controls: 0 for no effect and ±100 for the full control effect
BAZ2B inh = qHTS Assay for Inhibitors of BAZ2B; AID 504333, 2011; actives 4.4% (n = 360,000); Bromodomain adjacent to zinc finger domain protein 2B (Homo sapiens), Q9UIF8; Potency, µM (titrated, usually from 114 µM), for the others: top-dose activity change, negative = inhibition, actives largely listed as inhibitors; AlphaScreen BAZ2B-H3K14Ac peptide displacement; note: % is set by controls: 0 for no effect and ±100 for the full control effect; nearly all actives have a fitted effect of over 60% in size
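Compounds, titrated to a top concentration of 110 uM, were incubated 30 min at room temperature with preformed BAZ2B/acetyl-K14 H3 peptide complex (50 nM each). Proximity signal was measured by AlphaScreen after 20 min with beads.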
G9a block = qHTS Assay for Inhibitors of Histone Lysine Methyltransferase G9a. G9a H3K9 monomethylation, AlphaScreen, 2 h. Potency, µM (highest dose often 102 µM), without a hit: at the highest dose activity, negative = inhibition, hits mostly inhibitors. actives 8.8% (n = 350,000). AID 504332, 2011; note: % is set by controls: 0 for no effect and ±100 for the full control effect; nearly all actives have a fitted effect of over 75% in size
Target sequence (Q96KQ7 913-1193 limits assumed): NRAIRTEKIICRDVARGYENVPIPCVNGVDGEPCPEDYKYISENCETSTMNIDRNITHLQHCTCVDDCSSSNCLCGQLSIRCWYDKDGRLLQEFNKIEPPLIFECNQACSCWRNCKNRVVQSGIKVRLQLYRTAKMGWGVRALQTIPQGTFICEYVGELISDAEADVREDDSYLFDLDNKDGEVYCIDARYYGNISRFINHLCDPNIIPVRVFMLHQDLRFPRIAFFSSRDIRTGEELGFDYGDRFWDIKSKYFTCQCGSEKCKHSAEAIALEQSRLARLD
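Chemiluminescent proximity detection of H3K9 monomethylation, read after 10 min bead incubation in the dark. Reaction: 20 nM G9a, 500 nM biotin-H3K9 peptide, 20 uM SAM cofactor, 2 h, room temperature, following 15 min enzyme-compound preincubation.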
GLS inh = qHTS for Inhibitors of Glutaminase (GLS) | GLS enzymatic activity, qHTS titration | AID 624170, 2012 | Potency, µM (titrated, usually from 45.5 µM), for the others: at the highest dose activity change, negative = inhibition, usual class: inhibitors | actives 0.21% (n = 410,000) | Glutaminase kidney isoform, mitochondrial (Homo sapiens), O94925; note: % is set by controls: 0 for no effect and ±100 for the full control effect
Target sequence (O94925 whole entry, looked up, canonical isoform): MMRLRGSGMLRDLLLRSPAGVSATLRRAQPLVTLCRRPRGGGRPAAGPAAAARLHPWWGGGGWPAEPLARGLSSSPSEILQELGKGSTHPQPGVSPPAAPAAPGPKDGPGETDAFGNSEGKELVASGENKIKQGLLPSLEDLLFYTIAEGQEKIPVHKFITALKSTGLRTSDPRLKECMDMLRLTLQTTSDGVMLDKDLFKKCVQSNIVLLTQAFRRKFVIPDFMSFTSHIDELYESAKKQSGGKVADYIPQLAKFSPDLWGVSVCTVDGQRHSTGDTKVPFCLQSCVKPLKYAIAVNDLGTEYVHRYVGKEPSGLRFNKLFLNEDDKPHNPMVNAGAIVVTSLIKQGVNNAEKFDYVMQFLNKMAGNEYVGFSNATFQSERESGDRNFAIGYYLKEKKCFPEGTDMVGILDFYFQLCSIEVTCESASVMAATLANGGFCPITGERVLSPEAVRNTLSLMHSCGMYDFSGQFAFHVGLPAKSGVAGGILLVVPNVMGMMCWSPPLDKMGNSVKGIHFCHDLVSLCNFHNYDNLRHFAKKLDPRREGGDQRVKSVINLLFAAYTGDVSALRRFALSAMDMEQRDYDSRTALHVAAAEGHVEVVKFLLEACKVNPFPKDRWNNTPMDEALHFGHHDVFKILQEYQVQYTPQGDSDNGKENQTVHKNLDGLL
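hKGA in 45 mM KH2PO4 pH 8.2, 0.02% Tween-20 with pin-transferred compounds; 1 mM L-glutamine (stock) plus glutamate oxidase/HRP/Amplex Red coupling added. Fluorescence read initially and after 30 min at RT.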
BLM inh = qHTS Assay for Inhibitors of Bloom's syndrome helicase (BLM); RecQ-like DNA helicase BLM (Homo sapiens), P54132; recombinant BLM DNA unwinding, fluorescence dequenching; Potency, µM (series often up to 56.1 µM), inactives show top-dose activity change, negative = inhibition, actives largely listed as inhibitors; actives 0.2% (n = 350,000);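 note: plate controls were vehicle for no effect and no enzyme for full effect; nearly all actives have a fitted effect of over 35% in size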
Pol iota inh = qHTS for Inhibitors of Polymerase Iota; DNA polymerase iota (Homo sapiens), Q9UNA4; Pol iota fluorescent replication assay, 10 min; Potency, µM (top dose mostly 115 µM), for the others: at the top dose activity, negative = inhibition, hits mostly inhibitors; actives 1% (n = 390,000)
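Pol iota at 10 nM preincubated 15 min with compounds at room temperature; reaction started with fluorescent substrate, 50 nM final. Fluorescence read kinetically at 0 and 10 min; buffer-only wells as negative control.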
* hit, by the source's call; i = inactive; ? = inconclusive; nt = no result given; & = joins results of further samples; [ ] = another dose, or the depositor's remark. Unless noted, calls come from the whole dose curve; as a rule, active = well fitted curve in the direction sought with a large enough effect; inconclusive = small, poorly fitted or top-dose-only effect, or another doubt; inactive = no such curve, though single readings can be large; an effect the other way counts as inactive or inconclusive. Potency is the fitted concentration of half-maximal effect. An excerpt; rates above refer to the full screens.

no.	HP1b binding inh	Tb PGK inh	JMJD2A Tudor	Pin1 inhibitor	BAZ2B inh	G9a block	GLS inh	BLM inh	Pol iota inh	structure
1	8%	-4%	-33%	-1%	-25%	9%	-9%	-15%	-9%	Cc1nnc(SC(C(=O)Nc2cc(Cl)cc(Cl)c2)c2ccccc2)[nH]c1=O (centres undefined)
2	31%	3%	-16%	27%	-10%	6%	1%	-6%	15%	COC(=O)c1c(NC(=O)COC(=O)[C@@H](NS(=O)(=O)c2cccc(Cl)c2)C(C)C)sc2c1CCC2
3	25%	nt	-8%	-7%	-3%	4%	-6%	4%	-20%	CC(C)CNC(=O)COC(=O)CCC(=O)c1cccs1
4	27%	i	-1%	-18%	3%	?	-11%	4%	10%	Cc1nn(-c2cc(N(S(C)(=O)=O)S(C)(=O)=O)c(Cl)cc2Cl)c(=O)n1C
5	?	13%	89µM*	12%	5%	46%[2.33 µM]	?	nt	14%	C#CCOCCOCCOCCNc1nc(N2CCN(C(=O)CCCCCCCCCCNC(=O)[C@H](CCCCN)n3cc(CCO)nn3)CC2)nc(N2CCN(C(=O)CCCCCCCCCCNC(=O)[C@H](CCCCN)n3cc(CCO)nn3)CC2)n1
6	24%	i	-11%	1%	-4%	-5%	-1%	-8%	190%[activator]	CC(=O)Nc1ccc(C)c(NS(=O)(=O)c2cccc(C(F)(F)F)c2)c1
7	64%[activator]	-1%	-1%	10%	4%	6%[59 µM]	-11%	-8%	28%	COc1ccc(N(C(=O)c2cccc(C)c2)S(=O)(=O)c2ccc(Cl)cc2)cc1
8	62%	-1%	14%	0%	1%	9%	-2%	-17%	-4%	FC(F)Sc1ccc(NC(=S)NCC2CCCCC2)cc1
9	22µM*	-15%	22µM*	nt	?	?	?	-24%	?	O=C1c2ccccc2C(=O)N1/N=C/c1ccc(O)c(O)c1O
10	30%	4%	-17%	0%	-1%	?	17%	-7%	5%	CC(C)c1cc(C(C)C)c(S(=O)(=O)NNC(=O)c2ccncc2)c(C(C)C)c1
11	-1%	-3%	-17%	2%	3%	-2%	-3%	1%	15%	COc1ccc(OC)c(S(=O)(=O)N2CCCC(C(=O)NCc3ccco3)C2)c1 (centres undefined)
12	47%[activator]	3%	7%	0%	-31%	-50%	6%	0%	13%	CCC(=O)N(Cc1ccc2c(c1)OCO2)Cc1cc2cc(OC)ccc2[nH]c1=O
13	57%[activator]	-2%	-6%	-4%	6%	?	-6%	-6%	-14%	COc1ccc(C(C)=O)cc1CSc1nncn1C
14	26%	-6%	-13%	-3%	0%	16%[59 µM]	-2%	-8%	30%	CCCn1cc(S(=O)(=O)CC(=O)NC2CCCCC2)c2ccccc21
15	46%[activator]	-7%	9%	-6%	6%	8%[59 µM]	-5%	0%	29%	O=C(Nc1ccc(Cl)cc1F)c1cnc2sc(N3CCOCC3)nn2c1=O
16	26%	-6%	-5%	-3%	-3%	?	0%	0%	3%	Cc1ccc(N(CN2CCCC2=O)C(=O)c2ccc(C)c(C)c2)cc1
17	40µM*	-1%	3.2µM*	3%	20µM*	7%[2.33 µM]	-5%	-6%	98%[activator]	COc1cccc(CNCc2ccc(OC)c3ccccc23)c1OC
18	1%	-12%	-13%	-7%	?	-33%[2.33 µM]	1%	-2%	?	COC(=O)c1ccc(-n2c(CCC(=O)O)ccc2-c2ccccc2)cc1
19	3%	-2%	-25%	5%	nt	nt	2%	nt	?	COc1ccccc1-c1cccc([C@@H]2C[C@H]3[C@H](CON3C)CN2Cc2cc(Cl)cc(Cl)c2)c1
20	26%	4%	3%	6%	-28%	47%	-1%	-8%	-3%	O=C(C1CCN(S(=O)(=O)c2cccs2)CC1)N1CCCCC1
21	23%	-9%	-2%	-10%	1%	-3%	-5%	-10%	20%	COc1ccccc1-n1nnnc1SCC(=O)Nc1ccccc1
22	13%	-8%	-12%	1%	-27%	?	13%	-1%	34%	O=C(Nc1ccccc1N1CCCC1)c1ccccc1F
23	24%	-7%	-22%	-3%	-5%	2%[59 µM]	-1%	2%	-24%	CCOc1ccccc1C(=O)Nc1ccc(S(=O)(=O)Nc2nc(C)cc(C)n2)cc1
24	15%	1%	-12%	-5%	-2%	-4%[59 µM]	-1%	-2%	69%[activator]	NC(=O)CSc1nc2ccccc2n1Cc1ccccc1
25	18%	i	-20%	-3%	-25%	-6%[2.33 µM]	2%	-13%	-10%	CC(C)CCOP(=O)(c1ccc(N(C)C)cc1)C(O)c1ccc(C(C)C)cc1 (centres undefined)
26	6%	-4%	-6%	3%	-31%	-33%[59 µM]	5%	1%	64%[activator]	Cc1ccc(-n2c(SCC(=O)NCc3ccc4c(c3)OCO4)nnc2-c2cccnc2)c(C)c1
27	11%	-8%	-13%	-3%	-9%	40µM*	-2%	-2%	-3%	COc1ccc(-n2c(SC)nc(O)c(Cc3ccccc3)c2=O)cc1
28	25%	-8%	-7%	8%	-8%	1%	0%	-2%	24%	CN1C(=O)[C@@H]2[C@@H]3C[C@@H]([C@H]4ON=C(c5ccccc5OCC#N)[C@@H]34)[C@@H]2C1=O
29	?	i	-24%[57.1 µM]	7%	-11%	-4%[59 µM]	8%	-2%	7%	COC(=O)c1ccc(C)c(NC(=O)c2ccc(Cl)c([N+](=O)[O-])c2)c1
30	37%	6%	-17%	5%	-26%	-38%	-3%	-6%	16%	COc1cccc(NC(=O)Nc2nnc(N3CCCCC3C)s2)c1 (centres undefined)
31	17%	2%	-6%	1%	-15%	-10%[59 µM]	-11%	-12%	?	CC(=O)c1ccc(NC(=O)Cn2cnc(S(=O)(=O)N3CCc4ccccc43)c2)cc1
32	0%	11%	-14%	-4%	-21%	?	1%	-8%	106%[activator]	Cc1ccccc1NC(=S)Nc1ccc2cn[nH]c2c1
33	10%	-8%	-16%	19%	-21%[57.1 µM]	7%	7%	-2%	5%	COC(=O)c1c(-c2cccs2)csc1NC(=O)CSc1ncnc2sc(C)c(C)c12
34	22%	-9%	-18%	1%	-36%	1%	1%	-7%	129%[activator]	CCCc1nc2ccc(N)cc2c(=O)n1Cc1ccccc1Cl
35	11%	i	-25%	-9%	nt	1%[59 µM]	-2%	-2%	17%	CCCCN(CC)CCCNC(=O)c1cc2c(=O)[nH]c3ccccc3c2n1C
36	23%	-7%	-7%	-9%	-4%	nt	13%	-9%	-4%	COc1cc(CC(NC(C)=O)C(=O)NC2CCN(C(=O)c3cc(OC)c(OC)c(OC)c3)CC2)cc(OC)c1 (centres undefined)
37	3%	-6%	-24%	2%	-2%	25%[59 µM]	79%[activator]	-6%	115%[activator]	C=CCN(CC=C)CC(O)CN(c1cc([N+](=O)[O-])ccc1OC)S(=O)(=O)c1ccccc1 (centres undefined)
38	39%	-1%	-27%	7%	-14%	3%	?	?	29%	Cc1cc(=O)oc2cc(OCC(=O)N/N=C/c3ccccc3O)ccc12
39	9%	2%	-24%	6%	12%	?	50%[activator]	0%	-6%	COc1ccc(N2CCN(CCNC(=O)CCNS(=O)(=O)c3cccs3)CC2)cc1
40	24%	-5%	-35%	-13%	-12%	8%[59 µM]	3%	-6%&-6%	-14%	CCC1=C(OC(=O)N(CC)CC)N2C(=O)OC(=NCC3CC3)[C@]2(Cc2ccccc2)[C@H]2C1=CC[C@H]1C(=O)N(CC)C(=O)[C@H]12

An excerpt of these results, with two lines to a compound:
Each structure is followed by: HP1b binding inh	Tb PGK inh	JMJD2A Tudor	Pin1 inhibitor	BAZ2B inh	G9a block	GLS inh	BLM inh	Pol iota inh
#32 Cc1ccccc1NC(=S)Nc1ccc2cn[nH]c2c1
    0%	11%	-14%	-4%	-21%	?	1%	-8%	106%[activator]
#33 COC(=O)c1c(-c2cccs2)csc1NC(=O)CSc1ncnc2sc(C)c(C)c12
    10%	-8%	-16%	19%	-21%[57.1 µM]	7%	7%	-2%	5%

The list goes on.
no.	HP1b binding inh	Tb PGK inh	JMJD2A Tudor	Pin1 inhibitor	BAZ2B inh	G9a block	GLS inh	BLM inh	Pol iota inh	structure
41	27%	-2%	-14%	-12%	2%	?	2%	-2%	2%	CCOc1ccc(/C(O)=C2/C(=O)C(=O)N(CCCN3CCOCC3)C2c2ccc(F)cc2)cc1C (centres undefined)
42	13%	-5%	-24%	-10%	6%	10µM*	-3%	4%	22%	CCOC(=O)CSc1cn2c(n1)CCC2
43	20%	0%	-18%	8%	-6%	?	2%	-8%	8%	CCC(C)[C@@H](C(=O)Nc1ccc(OC)c(OC)c1)N1Cc2ccccc2C1=O (some centres undefined)
44	50%[activator]	-6%	-2%	0%	-7%	nt	-1%	-3%	23%	[O-][n+]1ccc(C(O)c2ccccc2)cc1 (centres undefined)
45	45%[activator]	6%	-11%	-11%	-2%	-8%	-23%	-2%	78%[activator]	COc1cccc2c(=O)cc(C)n(CC(=O)Nc3ccc(Br)cc3)c12
46	28%	-3%	-19%	-8%	nt	4%	21%	-1%[75.6 µM]	-3%	O=C1CCC[C@@H]2CC(Nc3ccc(F)cc3F)C[C@@H]3CCN1[C@H]23 (some centres undefined)

Some entries already given, reduced to HP1b binding inh, GLS inh and Tb PGK inh:
#	smiles	HP1b binding inh	GLS inh	Tb PGK inh
28	CN1C(=O)[C@@H]2[C@@H]3C[C@@H]([C@H]4ON=C(c5ccccc5OCC#N)[C@@H]34)[C@@H]2C1=O	25%	0%	-8%
35	CCCCN(CC)CCCNC(=O)c1cc2c(=O)[nH]c3ccccc3c2n1C	11%	-2%	i
17	COc1cccc(CNCc2ccc(OC)c3ccccc23)c1OC	40µM*	-5%	-1%
20	O=C(C1CCN(S(=O)(=O)c2cccs2)CC1)N1CCCCC1	26%	-1%	4%
